# CRFR2-BP ag: agonists of CRF-BP/CRF-R2 complex, primary screen, cell-based, HEK293, calcium dye fluorescence, uHTS; calcium dye fluorescence (FLIPR); percent of saturating CRF peptide response; activation, % at 13.2 µM; actives 0.46% (n = 350,000);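 active means activation of at least 50%, plus an integration ratio under a set limit after plate pattern correction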;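 further: plate controls were neutral control wells without compound for no effect and CRF at EC100 for full effect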
# IDE cell inh: human IDE inhibitors in live cells, primary screen, fluorescence polarization, HEK cells, FAbetaB substrate. AID 434962, 2010. FAbetaB cleavage. actives 0.41% (n = 320,000). inhibition, % at 5.59 µM. Insulin-degrading enzyme (Homo sapiens), P14735;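 active means percent inhibition above the average of all tested compounds plus 3 SD, set per screening campaign, cut at about 16% in these data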;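 further: IDE supplied by intact live HEK cells; FP after avidin binding of uncleaved biotin substrate so inhibition keeps polarization high; 0% = DMSO wells and 100% = 60 µM reference IDE inhibitor Ii1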
# pCIP destab: p/CIP-EGFP fusion destabilizers, primary screen, fluorescence, F442A cells. Q05BA5. 16 h. decrease of EGFP signal, % at 10 µM. actives 0.01% (n = 290,000);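 active means EGFP signal decrease of at least 30% at 10 µM or well 3 SD below plate mean, unless failing retest; inactive means the rest, including hits failing retest or dose response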; further: some compounds called inactive have numbers as strong as hits; many of its hits are not listed in these tables
# CHRM4 PAM: human M4 muscarinic receptor positive allosteric modulators, primary screen, CHO-K1 cells, Fluo-8 calcium fluorescence. Muscarinic acetylcholine receptor M4 (Homo sapiens), P08173. CHO-K1 hM4/Gqi5, ACh EC20; 0% = ACh EC20, 100% = maximal ACh. activation, % at 3 µM. actives 0.4% (n = 360,000). AID 624126, 2012;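 active means activation above its plate's cutoff, the mean activation of sample wells plus 3 SD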; further: some results filed as inactive read as strong as hits
# Target sequence (P08173 whole entry, looked up): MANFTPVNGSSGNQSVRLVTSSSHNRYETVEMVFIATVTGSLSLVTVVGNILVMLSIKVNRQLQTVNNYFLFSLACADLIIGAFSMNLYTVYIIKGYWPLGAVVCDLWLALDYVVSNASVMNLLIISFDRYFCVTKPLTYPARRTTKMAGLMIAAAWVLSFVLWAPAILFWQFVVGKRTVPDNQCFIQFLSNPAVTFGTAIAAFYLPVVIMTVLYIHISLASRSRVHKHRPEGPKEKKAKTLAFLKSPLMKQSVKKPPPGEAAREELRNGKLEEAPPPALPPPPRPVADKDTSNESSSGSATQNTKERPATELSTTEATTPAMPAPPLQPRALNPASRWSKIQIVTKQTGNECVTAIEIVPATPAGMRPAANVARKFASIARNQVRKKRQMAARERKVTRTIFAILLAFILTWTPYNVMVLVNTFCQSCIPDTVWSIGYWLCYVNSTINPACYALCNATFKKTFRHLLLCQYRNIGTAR
# IDE act: human IDE activators in live cells, primary screen, fluorescence polarization, HEK cells, FAbeta-B substrate; Insulin-degrading enzyme (Homo sapiens), P14735; FAbeta-B cleavage; 0% vehicle, 100% cell-free pure enzyme wells; activation, % at 5.96 µM; actives 0.073% (n = 340,000);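 active means activation above the mean of all tested compounds plus 3 SD, set per screening campaign, cut at about 17% in these data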
# PHOSPHO1 block: PubChem AID 1565; Phosphoethanolamine/phosphocholine phosphatase (Homo sapiens), Q8TCT1; recombinant PHOSPHO1, absorbance phosphatase assay; inhibition, % at 13.3 µM; actives 1.1% (n = 290,000); in the data active means inhibition above about 60%
# GalR3 antag: GalR3 antagonists in HEK293 cells, primary screen, cell-based, fluorescence readout | Galanin receptor type 3 (Homo sapiens), O60755 | HEK293 GalR3-CNG cAMP membrane potential fluorescence; galR3 body fused to GalR1 C-terminus | inhibition, % at 3 µM | actives 0.44% (n = 360,000);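 active means inhibition above the screen-wide average plus 3 SD, cut at about 13% in these data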;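 further: forskolin and galanin both at EC90 stimulate the cells; cAMP rise reported by CNG channel membrane potential dye signal; 0% = forskolin plus galanin with DMSO and 100% = forskolin alone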
# CRFR2-BP antag: antagonists of CRF-BP/CRF-R2 complex, primary screen, cell-based, HEK293, calcium dye fluorescence, uHTS | CRF-induced calcium fluorescence | inhibition, % at 11.8 µM | actives 0.59% (n = 350,000) | AID 588475, 2011;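 active means inhibition of the ligand-induced calcium signal above about 50% at the single tested concentration, limit read from the data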
# MEKK3 PB1 HTS: modulators of MEKK3-MEK5 PB1 binding, primary screen, biochemical, wildtype MEKK3, multiplex bead flow cytometry, Alexa488-MEK5. actives 1.4% (n = 290,000). Mitogen-activated protein kinase kinase kinase 3 (Homo sapiens), Q99759. binding response (% of control), % at 10 µM. bead-based flow cytometry, Alexa488-MEK5 binding to MEKK3; actives lie on both sides; 0 = blocked by unlabeled MEK5, 100 = vehicle;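 active means binding response more than 3 SD above or below the average of its plate-row segment, actives on both sides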;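 further: Alexa488 bead fluorescence after subtracting the streptavidin-only scavenger bead signal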
# Target sequence (Q99759 whole entry, looked up): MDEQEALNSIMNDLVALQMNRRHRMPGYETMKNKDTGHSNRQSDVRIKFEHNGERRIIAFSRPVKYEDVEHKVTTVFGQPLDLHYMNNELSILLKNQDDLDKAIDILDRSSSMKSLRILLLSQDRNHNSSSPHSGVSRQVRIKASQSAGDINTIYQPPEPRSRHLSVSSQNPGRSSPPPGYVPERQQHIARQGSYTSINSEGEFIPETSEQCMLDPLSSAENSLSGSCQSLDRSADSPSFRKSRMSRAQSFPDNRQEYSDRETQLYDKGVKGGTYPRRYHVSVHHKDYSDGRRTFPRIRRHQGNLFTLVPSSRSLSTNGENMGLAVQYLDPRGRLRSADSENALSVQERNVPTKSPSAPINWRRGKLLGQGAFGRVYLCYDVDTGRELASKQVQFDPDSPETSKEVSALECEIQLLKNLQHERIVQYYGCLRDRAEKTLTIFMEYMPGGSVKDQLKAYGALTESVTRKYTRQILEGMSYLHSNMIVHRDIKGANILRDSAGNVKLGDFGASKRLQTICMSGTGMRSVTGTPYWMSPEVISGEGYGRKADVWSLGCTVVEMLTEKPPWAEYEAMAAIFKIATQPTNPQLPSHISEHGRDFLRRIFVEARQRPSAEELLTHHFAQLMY
# * = called active by the depositor; · = not tested or not shown.
SMILES,CRFR2-BP ag,IDE cell inh,pCIP destab,CHRM4 PAM,IDE act,PHOSPHO1 block,GalR3 antag,CRFR2-BP antag,MEKK3 PB1 HTS
CC1CCCCN1CCCNC(=O)c1nn(C)c2c1CSc1ccccc1-2 (configuration not stated),1.6,-3,-9,-1,4,-2,-11,-2,102
CCn1c(SCc2ccc(OC)cc2)nnc1-c1ccncc1,-1.6,4,5,-4,7,16,3,-1,·
O=C1N[C@H](Cc2ccccc2)CO1,1.0,7,·,4,-5,·,-3,0,·
FC(F)(F)c1cccc(/C=N/NC(=S)NC2CCCCC2)c1,1.7,-2,-26,-1,7,6,90*,-18,75
Cc1cccc(NS(=O)(=O)c2cccc(C(=O)NCC(c3ccco3)N3CCCCC3)c2)c1 (configuration not stated),-0.5,-4,·,-3,6,·,3,-15,·
CCN1C(=NCc2cc(OC)c(OC)c(OC)c2)N[C@@H](c2cccc(C(F)(F)F)c2)C(C(=O)OC)=C1C,0.1,3,·,14,8,·,-5,5,·
Cc1ccc2cc(CN(CCCN3CCOCC3)C(c3nnnn3Cc3ccco3)C(C)C)c(=O)[nH]c2c1C (configuration not stated),-0.4,-2,·,2,2,·,-1,-2,99
COc1ccc(NC(=S)NCCc2ccc(Cl)cc2)c(OC)c1,-0.8,1,-14,-2,1,1,-5,-2,102
Cn1c2c(c(=O)n(C)c1=O)CN(CCN1CCNCC1)CN2,1.2,-2,-18,-3,4,45,-5,-11,99
COC(=O)c1sccc1NS(=O)(=O)c1ccccc1[N+](=O)[O-],0.1,·,·,3,1,·,-3,1,·
COc1ccc(C2C(=O)N(CCc3ccccc3)CC(=O)N2C2CCCCC2)cc1 (configuration not stated),-0.9,-4,5,1,8,13,0,-31,103
COc1ccccc1NC(=O)C1CCN(C(=O)NCc2ccccc2)CC1,-1.1,1,-5,4,5,23,-8,-9,103
O=C1CCCC2=C1C(c1cn(-c3ccccc3)nc1-c1cccs1)c1c([nH]c(=O)[nH]c1=O)N2 (configuration not stated),0.0,-3,-4,21,-2,2,-4,-1,·
Cc1ccc(N2CC(C(=O)OCC(=O)NNC(=O)c3ccccc3)CC2=O)cc1 (configuration not stated),-1.5,-5,·,11,3,·,-1,4,·
c1cncc(-c2nc(N3CCOCC3)c3c4c(sc3n2)CCC4)c1,0.8,-3,-3,4,-2,43,-3,-16,86
Cc1ccc(C(=O)N/C(=C\c2ccc(-c3ccc([N+](=O)[O-])cc3)o2)C(=O)NC2CCS(=O)(=O)C2)cc1 (configuration not stated),95*,3,-42,3,4,21,-3,-126,98
CC1(c2ccc3c(c2)OCCO3)NC(=O)N(CC(=O)Nc2ccccc2SCC#N)C1=O (configuration not stated),8.8,9,·,2,4,·,-4,-12,·
Cc1cc(C)n(CCCNC(=O)c2ccc(C)c(S(=O)(=O)N3CCOCC3)c2)n1,-1.4,1,·,-5,3,·,-1,5,·
COc1ccc(Cl)cc1S(=O)(=O)n1nnc2ccccc21,-2.7,3,-2,7,2,21,-3,-3,98
CC1CC(C)CN(c2ncc3c(n2)CC(c2ccc(Cl)cc2)CC3=O)C1 (configuration not stated),-0.1,4,-11,7,2,7,-1,-30,101
CSc1nc(N)c2c(C)c(C)sc2n1,0.5,2,12,3,-5,7,-5,-8,103
O=P(Cc1ccncc1)(c1ccccc1)c1ccccc1,-1.1,1,5,6,2,8,0,10,88
CCN(CC)CCNC(=O)c1ccc(NC(=O)Cc2ccccc2F)cc1,-1.4,-10,1,8,-6,16,-4,-9,91
CCOC(=O)C1=C(C)NC(=O)NC1c1ccc(-c2ccc(F)cc2)o1 (configuration not stated),2.7,1,0,2,-2,-22,-1,1,101
O=C(O)CC(C(=O)OCCOc1ccccc1)N1CCOCC1 (configuration not stated),1.7,0,-10,-3,2,4,-5,14,·
# Remaining list, next part.
SMILES,CRFR2-BP ag,IDE cell inh,pCIP destab,CHRM4 PAM,IDE act,PHOSPHO1 block,GalR3 antag,CRFR2-BP antag,MEKK3 PB1 HTS
Cc1ccc(CNC(=O)C2CCC(=O)N2Cc2ccc(F)cc2)cc1 (configuration not stated),0.8,3,6,3,2,46,-14,2,100
O=C(CCCOc1ccccc1)Nc1cccc(C(=O)O)c1,-1.4,3,-7,19,-2,41,1,5,106
Clc1ccc(C2Nc3cccc4cccc(c34)N2)cc1Cl,3.3,3,14,3,-1,-1,-8,-17,100
C/C(=N\NC(=O)Cn1nc(C)c([N+](=O)[O-])c1C)c1ccc(Cl)s1,-3.5,7,1,2,3,16,-1,-19,128*
Cc1ccc(S(=O)(=O)CC(=O)Nc2nccs2)cc1,2.8,0,·,12,2,·,5,-13,·
Cc1cccc2c1N(C(=O)c1ccco1)C(C)(C)c1ssc(=S)c1-2,7.2,0,2,2,10,-36,-4,-5,100
Cc1ccc(S(=O)(=O)N(C)c2c(C)ccc(S(=O)(=O)N3CCN(C=O)CC3)c2C)cc1,0.2,2,6,1,4,1,-6,5,92
CN(/C=C/C(=C/C=[N+](C)c1ccccc1)OCCCS(=O)(=O)[O-])c1ccccc1,19,4,-15,1,6,16,-3,4,118
CC1CCC(=C(C#N)c2nc(-c3cc4ccccc4oc3=O)cs2)CC1 (configuration not stated),1.6,9,0,5,5,5,·,-25,110
COc1ccc(NC(=O)CSCC(=O)N(C)CCOc2ccc(Cl)cc2)cc1,0.1,3,·,-2,0,·,-3,11,·
O=C(CCC(=O)N1CCN(Cc2ccccc2)CC1)Nc1nnc(C2CCCCC2)s1,-1.1,5,2,0,8,2,-4,-2,98
CSc1ncccc1C(=O)OCc1c(F)cccc1Cl,0.2,1,-22,7,-1,31,-8,18,101
CCCC(C)C(=O)Nc1nc(C)c(-c2csc(Nc3cc(OC)ccc3OC)n2)s1 (configuration not stated),3.8,1,11,3,-3,77*,-2,-3,104
Cc1ccc(OCCC(=O)NNC(=O)c2nn(C)c(=O)c3ccccc23)cc1,-2.7,0,·,14,0,·,-2,-7,·
Cc1onc(-c2ccccc2Cl)c1-c1nc(-c2ccccn2)no1,-4.1,5,14,4,0,18,-3,21,·
Cc1nc(CN(C)C(=O)CC2C(=O)NCCN2Cc2ccc(F)cc2)cs1 (configuration not stated),3.0,-3,-8,-1,6,23,-3,20,107
COc1cc(OC)cc(-c2c(C#Cc3ccsc3)c3cc(-c4ccccc4OC)ccc3n2C)c1,2.7,10,·,0,-3,·,2,0,·
Cc1ccc(SC(C)C(=O)Nc2ncn[nH]2)cc1 (configuration not stated),-2.0,1,4,3,-1,-3,-6,17,103
COc1ccc(C(=O)CCN2CCCC(C)C2)cc1 (configuration not stated),-0.4,2,-26,2,-3,22,1,-1,102
O=C(/C=C/c1ccc(Cl)cc1)Nc1cc(S(=O)(=O)N2CCOCC2)ccc1N1CCOCC1,-0.1,-3,·,14,2,·,3,25,·
O=C(CN1C(=O)NC2(CCCC2)C1=O)OCc1ccc(F)cc1,0.0,1,·,2,4,·,-3,10,·
Cc1ccc2ncccc2c1N,-0.6,-2,12,8,0,-28,-3,9,100
N#Cc1c(N)n(Cc2ccccc2)c(=O)c2cc([N+](=O)[O-])ccc12,-0.5,2,-10,-2,3,23,-9,-28,97
COc1ccc(/C=C/C(=O)O/N=C(\N)c2ccccc2)cc1OC,-2.6,6,6,13,3,6,-2,-1,125
Cc1cn(CC(=O)N(C)Cc2ccco2)c(=O)[nH]c1=O,-0.5,·,·,8,6,·,-6,10,·
# The listing continues:
SMILES,CRFR2-BP ag,IDE cell inh,pCIP destab,CHRM4 PAM,IDE act,PHOSPHO1 block,GalR3 antag,CRFR2-BP antag,MEKK3 PB1 HTS
c1ccc(-n2c3ccccc3c3ccccc32)cc1,6.1,-4,-1,-1,·,34,1,-4,95
O=C(NCc1ccc(S(=O)(=O)Nc2ccccc2Cl)s1)c1ccccc1,-3.3,5,-7,-5,·,30,-5,-4,94
COc1ccc(N2CCN(CC(O)COc3c(OC)cccc3OC)CC2)cc1 (configuration not stated),-6.0,9,-2,-10,-2,16,-12,-10,91
CCc1cccc(CC)c1N(COC)C(=O)Cn1c(C(C)O)nc2ccccc21 (configuration not stated),1.5,-3,8,-5,-2,16,-6,-4,·
Cc1ccc(-c2nc3cc(N)ccc3o2)c(C)c1,0.9,5,-1,3,4,-39,0,-7,109
Cc1ccnc(NC(=O)CNC(=O)Cc2cccc3ccccc23)c1,0.7,2,·,2,9,·,-6,1,·
CCOC(=O)Nc1ccc2c(c1)nc(CN1CCOCC1)n2C,-1.0,-3,8,5,3,37,6,12,103
O=C(NCc1ccccc1)C1CCC(=O)N(CC2CCCCC2)C1 (configuration not stated),-1.2,2,2,1,3,13,-3,-7,101
CCNC(=O)N(C)C[C@H]1N[C@@](C)(C(=O)OC)[C@H]2C(=O)N(Cc3ccccc3)C(=O)[C@@H]12,-1.2,3,·,6,1,·,-2,-13,·
COc1ccc(N(CC(=O)Nc2ccc3c(c2)OCO3)S(=O)(=O)c2ccccc2)cc1OC,-6.2,4,1,10,1,33,-2,2,106
COc1ccc(CCNC(=O)COC(=O)c2cc(S(=O)(=O)N3CCCC3)ccc2O)cc1,-0.4,-1,·,5,4,·,-3,-2,·
COCCNC(=O)c1cccc2c1-c1ccccc1C2=O,-2.3,-2,-17,-3,1,18,-11,6,101
O=C(OCc1ccc2c(c1)OCO2)c1ccc(S(=O)(=O)N2CCCC2)cc1,1.1,-3,7,-3,3,12,-3,114*,105
O=C(O)c1cccc(NC(=S)NC(=O)c2cccc(OCc3ccccc3)c2)c1,-6.8,-3,6,-2,-1,·,-9,12,102
CCc1cc(=O)oc2cc(OCC(=O)NCCCN3CCCC3=O)c(Cl)cc12,-0.8,1,-2,-2,0,29,1,-12,100
C=CCn1c(O)c(N=Nc2ccccc2)c2ccccc21,-2.1,-1,-16,-4,3,45,-8,8,105
CN1CCN(CCCNC(=O)CCc2nnc3n(Cc4ccccc4Cl)c(=O)c4ccccc4n23)CC1,0.4,5,-19,16*,-4,49,3,8,101
O=C(N/N=C1\CCc2ccccc21)c1ccccc1O,-1.2,-1,2,-1,4,6,-5,9,99
CCn1cc(/C=C(\NC(=O)c2ccc(C)cc2)C(=O)NCCN2CCOCC2)c2ccccc21,4.3,·,2,-1,-5,41,-1,-2,102
COC(=O)C1(C)CCC(C(=O)Nc2ccccc2)C1(C)C (configuration not stated),-0.7,7,·,5,2,·,2,12,·
Cc1ccc(CNC(=O)c2ccc(Br)o2)cc1,-3.2,0,5,-3,2,-16,-8,-9,98
CC(NC(=O)COC(=O)CCc1ccccc1)c1ccccc1 (configuration not stated),-1.2,3,-1,6,1,-2,-9,7,108
COC(=O)c1cc(NS(=O)(=O)c2cccs2)cc(NS(=O)(=O)c2cccs2)c1,-0.5,·,·,3,4,·,-2,4,·

# 3 entries from above in a different format:
structure	CRFR2-BP ag	IDE cell inh	pCIP destab	CHRM4 PAM	IDE act	PHOSPHO1 block	GalR3 antag	CRFR2-BP antag	MEKK3 PB1 HTS
CCc1cccc(CC)c1N(COC)C(=O)Cn1c(C(C)O)nc2ccccc21 (configuration not stated)	1.5	-3	8	-5	-2	16	-6	-4	·
COc1ccc(N(CC(=O)Nc2ccc3c(c2)OCO3)S(=O)(=O)c2ccccc2)cc1OC	-6.2	4	1	10	1	33	-2	2	106
Cc1ccc(-c2nc3cc(N)ccc3o2)c(C)c1	0.9	5	-1	3	4	-39	0	-7	109

# Screening results: PubChem, several laboratories
